RmlCD inh mix – RmlC and RmlD coupled enzyme inhibitors, primary screen, biochemical, 384-well, compound mixtures, retest. inhibition, % at 5.5 µM. hit rate 0.39% among 110,000. RmlC/RmlD coupled enzyme inhibition, 384-well mixture HTS; in the data active = inhibition above about 30%, passing the limit was not always enough; note: strong numbers were not always called active
RT RNaseH block – HIV-1 RT RNase H inhibitors, primary screen, biochemical, fluorescence; RT-RNase H RNA/DNA duplex cleavage; Gag-Pol polyprotein (Human immunodeficiency virus type 1 group M subtype B (isolate …; AID 565, 2006; hit rate 1.9% among 65,000; inhibition, % at 10 µM; in the data active = inhibition above about 50%
The depositor's hits bear a star; . = not tested or not shown. These rows are one share of the data, so the mix of outcomes need not match the whole.

SMILES	RmlCD inh mix	RT RNaseH block
CC(C)(C)n1nnnc1C(c1ccccc1F)N1CCN(C2CCCC2)CC1 (configuration not stated)	7	-9
CCOc1ccc2nc(C)cc(Nc3ccc4c(c3)OCCO4)c2c1	-27	.
COc1ccc(CN2C(=O)c3ccccc3C2C(=O)NCC2CCCO2)c(OC)c1 (configuration not stated)	-4	-20
CCOC(=O)C1CCN(c2nc(-c3ccccc3)nc3c2oc2ccccc23)CC1	5	6
Cc1ccc(C2/C(=C(/O)c3cnn(-c4ccccc4)c3C)C(=O)C(=O)N2CCN2CCOCC2)o1 (configuration not stated)	-11	1
Cc1ccc(O)c(NC(=O)CCCC(=O)O)c1	-11	14
CCC(C)NC(=O)c1ccc(CSCc2cccc(F)c2)o1 (configuration not stated)	-8	.
Cc1ccccc1-c1nc2ccccc2c(=O)n1C1CCS(=O)(=O)C1 (configuration not stated)	6	-5
Cc1cc(C)cc(NC(=O)CSc2nc3c(c(=O)n2C)SC(C)C3)c1 (configuration not stated)	7	-1
CC(=O)c1cccc(NC(=O)Nc2ccc(C(=O)N3CCCC3)cc2)c1	6	-15
CC(=O)OC1CSc2nc3ccccc3n2C1 (configuration not stated)	3	-3
COc1ccc(C2N(c3cc(Cl)ccc3OC)C(=O)C3CCCN32)cc1OC (configuration not stated)	-32	-10
CC(=O)c1c(C)[nH]c(C(=O)NCCCN2CCCC2)c1C	3	-2
COC(=O)C(Nc1nccs1)(OC)C(F)(F)F (configuration not stated)	.	-5
Cc1ccc(C(=O)CSc2nnc(CNc3ccc(C)cc3C)n2Cc2ccco2)cc1	1	2
COc1ccc(C2OC(=O)c3ccccc3S2)cc1 (configuration not stated)	-2	-54
O=C(CCC(=O)OCC(F)(F)C(F)F)Nc1ccc(Cl)cc1	7	-7
O=C(CC1Nc2ccccc2NC1=O)Nc1cc(Cl)cc(Cl)c1 (configuration not stated)	6	.
CS(=O)(=O)Nc1ccc(C(=O)NCc2ccccn2)cc1	-4	-5
Cc1ccc(N2C(=O)c3ccccc3C2(O)c2ncc[nH]2)cc1 (configuration not stated)	-6	-4

The final four entries of the section before come first, to join the parts:
SMILES	RmlCD inh mix	RT RNaseH block
O=C(CCC(=O)OCC(F)(F)C(F)F)Nc1ccc(Cl)cc1	7	-7
O=C(CC1Nc2ccccc2NC1=O)Nc1cc(Cl)cc(Cl)c1 (configuration not stated)	6	.
CS(=O)(=O)Nc1ccc(C(=O)NCc2ccccn2)cc1	-4	-5
Cc1ccc(N2C(=O)c3ccccc3C2(O)c2ncc[nH]2)cc1 (configuration not stated)	-6	-4
O=C(CSC1=NCCS1)NC1CCCC1	-15	.
COCCOC(=O)C1=C(C)NC(=O)NC1c1cccs1 (configuration not stated)	.	-14
CC1CCCCC1NC(=O)Cn1[nH]c(=O)c2ccccc2c1=O (configuration not stated)	0	-3
C/C(CC(=O)Nc1ccccc1-c1ccccc1)=N\NC(=O)COc1ccc(C)cc1Br	-4	.
CCCSc1nnc(CSc2nc3nc(C)cc(C)n3n2)o1	-14	.
Cc1cc(C)nc(N/C(=N\S(=O)(=O)Cc2ccccc2)Nc2cccc(Cl)c2C)n1	6	.
O=C(CCCC(=O)N(CC(=O)NC1CCCCC1)Cc1ccco1)Nc1ccccn1	-11	-9
O=C(CSc1nnnn1Cc1ccccc1)Nc1ccc2c(c1)OCCO2	-97	-13
CCOC(=O)C1=C(CC)OC(N)=C(C#N)C1c1cc(OC)ccc1OC (configuration not stated)	-6	-28
COc1cccc(/C=N/NC(=O)c2ccc(OCc3cccc(Br)c3)cc2)c1	3	.
CCC(=O)Nc1ccc(N2CCC(C)CC2)cc1	9	.
COc1cccc2sc(Nc3nc(-c4ccccn4)cs3)nc12	-6	-20
O=C(NC1CCCCC1)C(c1ccc(Cl)cc1)N1CCC2(CC1)OCCO2 (configuration not stated)	-7	.
COc1ccc(NC(=O)CN(c2cccc(F)c2)S(C)(=O)=O)cc1OC	1	1
O=C1c2cc(Cl)ccc2OC2(CCNCC2)C12CC(c1ccccc1)=NO2 (configuration not stated)	8	.
Cc1nc(C(=O)Nc2ccc(Cl)cc2Cl)nn1-c1cc(OC(C)C)c(Cl)cc1Cl	0	.
Cc1ccc(Cn2c(=S)[nH]c3ccc(N4CCOCC4)cc3c2=O)o1	14	64*
NC(=O)C1(N2CCCCC2)CCN(c2nc(-c3ccccc3)cs2)CC1	7	0
COc1ccc(OCc2nnc(SCC(=O)N3c4ccccc4Sc4ccc(Cl)cc43)o2)cc1	-6	.
CCC1CCCCN1CC(=O)c1c(C)[nH]c2ccccc12 (configuration not stated)	-4	1

Rewritten with two lines to a compound: part of the list above
Values run as follows: RmlCD inh mix | RT RNaseH block
- CCCSc1nnc(CSc2nc3nc(C)cc(C)n3n2)o1
    -14 | .
- CC1CCCCC1NC(=O)Cn1[nH]c(=O)c2ccccc2c1=O (configuration not stated)
    0 | -3

Next records
SMILES	RmlCD inh mix	RT RNaseH block
Cc1ccc(-c2nnn(CC(=O)O)n2)cc1	2	-11
CCc1nnc(NC(=O)CSc2nnc(C3CCCCC3)n2-c2cccc(Cl)c2)s1	2	.
CCOC(=O)c1c(-c2cccs2)csc1NC(=O)c1ccco1	22	28
CCOC(=O)CCSc1nc(-c2ccccc2)cc(C(F)(F)F)n1	-14	.
CCC(=O)NCCNC(=O)c1c(SC)nsc1SC	7	-43
CC(C)CCn1c(CN2CCOCC2)nc2c1c(=O)n(C)c(=O)n2C	-8	0
O=C(NNC(=O)c1sccc1-n1cccc1)c1ccc(Cl)cc1	-15	.
CCOC(=O)c1sc(C)c2c1NC1(CCCCCC1)NC2=O	18	.
c1ccc(-c2noc(CSc3nnnn3-c3ccccc3)n2)cc1	-15	-99
CC(=NCCO)c1c(O)n(C2CCCCC2)c(=O)[nH]c1=O	15	0
Cc1cccc(C#N)c1NC1=CC(=O)CC(C)(C)C1	3	5
COc1cccc(-c2cc(C(=O)N3C(C)CCCC3C)no2)c1 (configuration not stated)	-10	-7
c1csc(Cc2nc(-c3ccc(-n4cccc4)cc3)no2)c1	10	-31
CC(C)C(C(=O)Nc1sc2c(c1C#N)CCCCC2)N1C(=O)c2ccccc2C1=O (configuration not stated)	4	.
c1ccc(Cc2nn3c(COc4ccccc4)nnc3s2)cc1	26	93*
CCOc1ccc2c(c1)s/c(=N\S(=O)(=O)c1ccc(OC)cc1)n2C(F)F	-12	.
CCN(CC)CC(=O)n1c2c(c3ccccc31)CCCC2	.	3
COc1ccc2c(c1)C(=O)OC2CC(=O)O (configuration not stated)	-19	-3
CCOC(=O)CCC(=O)c1c(C)oc2ccc(OC)cc12	-15	-21
O=C1N(CN2CCC3(CC2)OCCO3)c2ccccc2C12OCCCO2	14	9
CCSc1nnc(NC(=O)CSc2nccn2-c2cc(C)cc(C)c2)s1	-9	-20
CC1CC(C)CN(C(=O)COC(=O)c2ccc[nH]c2=O)C1 (configuration not stated)	9	.
Cc1noc(C)c1COc1cccc(C(=O)Nc2ccc(C#N)cc2)c1	-7	-10
Nc1nc(Br)c2c(F)cccc2c1-c1ccc(F)cc1	-27	.
CCOc1ccc2sc(NS(=O)(=O)c3ccc(OC)c(OC)c3)nc2c1	10	-17
COc1ccc(-c2cc(C(F)F)n3ncc(C(=O)NCCCN4CCCC4=O)c3n2)cc1	17	-37
CCN(c1ccccc1)S(=O)(=O)c1ccc(N)cc1	-11	-15
Cc1cnc(C(=O)OCC(=O)NCc2ccccc2)cn1	-11	.
COc1ccc(NC(=O)c2ccc(-n3nc(C)cc3C)cc2)cc1OC	-10	.
CCN(CC)C(=O)C1=C(C)NC(=O)NC1c1ccccc1F (configuration not stated)	-7	3
CCCC(C(=O)NC1CCCCC1)N(CC1CCCO1)C(=O)CNS(=O)(=O)c1ccc(F)cc1 (configuration not stated)	-6	58*
Cc1cccc2cc(CN(Cc3nnnn3Cc3ccco3)C3CCCC3)c3nnnn3c12	-13	-5
CN(Cc1ccccc1)S(=O)(=O)c1ccc2c(c1)n(C)c(=O)n2C	4	-2
CC(C)CCn1c(NCCc2ccccc2)nc2c1c(=O)n(C)c(=O)n2C	6	-2
Cc1cc(C)c(C#N)c(OCC(=O)c2ccccc2)n1	4	-5
COc1ccc(Cl)cc1S(=O)(=O)NCc1cccnc1	-8	.
COc1ccc(-c2cc3nc4n(c(=O)c3s2)CCOC4)cc1	.	-3
CC(C)Cn1c(SCC(=O)c2c(N)n(C)c(=O)n(C)c2=O)nc2ccccc21	-8	.
O=C(CNC(=O)c1ccccc1)Nc1ccc(Br)cc1C(=O)c1ccccc1	0	.
COc1ccccc1OCc1ccc(C(=O)N2CCN3CCCC3C2)cc1 (configuration not stated)	-5	1
COc1ccc(/C=N/N=C/c2ccc(OC)c(OC)c2)cc1OC	-7	.
Cn1c(=O)c2c(nc(Cl)n2Cc2ccncc2)n(C)c1=O	6	-20
N#CC1=C(N)SC(N)=C(C#N)C1c1ccc(C(F)(F)F)cc1	-7	61*
O=C(NCCNC(=O)C(c1ccccc1)c1ccccc1)c1ccco1	11	-3
COc1ccc(N2CCN(C(=O)CCS(=O)(=O)c3cccc4nsnc34)CC2)cc1	.	-8
CN(CCCCCCCCC(=O)/C=N/O)Cc1ccccc1	-12	.
Cc1cccc(OCCCC(=O)Nc2ccc(Br)cc2)c1	-10	.
CCO[C@H]1OC(C(=O)N2CCN(C)CC2)=C[C@@H](C(C)(C)C)[C@@H]1CCCO	7	.
CCSc1ccccc1C(=O)NCCCn1ccnc1	-11	-7
Cc1ccccc1Nc1ncccc1C(=O)N1CCOCC1	-3	.
C=C(C)Cn1c(COc2ccccc2)nnc1SCC(=O)O	-5	-1
O=C(CCN1C(=O)c2ccccc2C1=O)Nc1cccc(F)c1	-9	.
CCOC(=O)CSC1=C(C#N)C(c2ccccc2OCC)C(C(=O)OCC)C(=O)N1 (configuration not stated)	2	5
COC(=O)C1=C(c2cccc(OC)c2OC)C[C@@H]2CC[C@H]1N2C(=O)N1CCCCC1	2	.
O=C(c1ccc2c(c1)OCO2)N1CCN=C1SCc1ccccc1	-9	-18
CCOC(=O)C(C)Sc1nc(-c2cccs2)ccc1C#N (configuration not stated)	-37	15
O=S(=O)(NC1c2cccc3cccc(c23)C1N1CCN(CCO)CC1)c1ccccc1 (configuration not stated)	7	-2
CCOC(=O)N1CCC(Nc2cc(C)nc3c(-c4ccccc4OC)c(C)nn23)CC1	.	-5
CCNC(=O)COC(=O)c1cc(=O)[nH]c2ccccc12	1	.
O=C(NCc1ccc2c(c1)OCO2)c1cnc2ccccn2c1=O	10	-14

Look-ups from above:
Value of `Cc1cccc(OCCCC(=O)Nc2ccc(Br)cc2)c1` in RmlCD inh mix: -10
Value of `O=C(CCN1C(=O)c2ccccc2C1=O)Nc1cccc(F)c1` in RmlCD inh mix: -9
Value of `CCOC(=O)C(C)Sc1nc(-c2cccs2)ccc1C#N` (configuration not stated) in RmlCD inh mix: -37
Value of `CCN(c1ccccc1)S(=O)(=O)c1ccc(N)cc1` in RT RNaseH block: -15

The list goes on:
SMILES	RmlCD inh mix	RT RNaseH block
COc1ccc(-c2nc(C)ncc2-c2csc(C)n2)c(O)c1	8	.
C=CCOc1ccc(CNc2nccs2)cc1OCC	0	.
CC1(C)CC(OC(=O)c2ccccc2)CC(C)(C)N1	13	.
COc1ccc(CNC(=O)c2cnc(C)cn2)c(OC)c1	-10	-9
COc1ccc(-c2nnnn2C)cc1S(=O)(=O)NCCc1ccccc1	-26	-8
CCCOc1nc(N)c(C#N)c(-c2ccccc2F)c1C#N	-6	3
Cc1[nH]c2ccccc2c1CCO	8	2
CS(=O)(=O)c1ccc2nc(NC(NC(=O)c3ccco3)(C(F)(F)F)C(F)(F)F)sc2c1	.	-24
COc1ccccc1OCCC(=O)OCC(=O)NC(=O)NC(C)(C)C	2	-1
CCOc1ccc(NC(=O)N(CCN(C)C)C(C)c2ccncc2)cc1 (configuration not stated)	-6	-5
CCN(CC)CCNC(=O)C1CCN(S(=O)(=O)N2CCCCC2)CC1	-1	-3
COc1ccc(-c2csc(NCc3ccco3)n2)cc1	-13	-6
O=C(Nc1ccccc1C(=O)NCc1ccccc1)c1ccccc1	-7	.
CCCCC(=O)N(CCOC)c1nnc(-c2ccc(OC)cc2)s1	3	-11
CCCC(C)C(=O)Nc1nnc(C)s1 (configuration not stated)	5	-11
CCN(CC)CCNC(=O)c1ccc2c(=O)n(C3CCCC3)c(=S)[nH]c2c1	-6	.
CCCCCN(C(=O)NC(=O)Nc1nncs1)S(C)(=O)=O	-11	4
C1CCc2c(nnc3c2-c2nonc2CC3)C1	-12	-14
Cc1ccnc(NS(=O)(=O)c2ccc(NC(=O)C3CCCO3)cc2)n1 (configuration not stated)	-16	-10
CCc1nc(NCC2CCCO2)c(C#N)c2c1COC(C)(C)C2 (configuration not stated)	3	-1
CCCn1c2c(c(O)c(C(=O)Nc3nc(C)cs3)c1=O)CCCC2	12	-1
O=C(NCc1cccnc1)C1CC(=O)N(CCc2ccccc2)C1 (configuration not stated)	3	.
CCCCCc1cc(O)c2c(C)cc(=O)oc2c1	-128	-5
COc1ccc(-c2c(C#N)c(N)nc3c2CCc2ccccc2-3)cc1OC	-163	.
Oc1ccc(Br)cc1CN1CCCCCCC1	-12	-14
COc1ccc(S(=O)(=O)N2CCCN(S(=O)(=O)c3ccc(OC)c(C)c3)CC2)cc1C	3	.
Cc1ccc2cc(C#N)c(NCCCNC(=O)C3CCCO3)nc2c1 (configuration not stated)	22	-14
O=Cc1cccn1Cc1ccc(Cl)cc1Cl	1	.

Reprinted at random: 6 records from the list, in no set order.
SMILES	RmlCD inh mix	RT RNaseH block
CC1(C)CC(OC(=O)c2ccccc2)CC(C)(C)N1	13	.
C1CCc2c(nnc3c2-c2nonc2CC3)C1	-12	-14
COCCOC(=O)C1=C(C)NC(=O)NC1c1cccs1 (configuration not stated)	.	-14
O=C(Nc1ccccc1C(=O)NCc1ccccc1)c1ccccc1	-7	.
CCOC(=O)CSC1=C(C#N)C(c2ccccc2OCC)C(C(=O)OCC)C(=O)N1 (configuration not stated)	2	5
CCCC(C)C(=O)Nc1nnc(C)s1 (configuration not stated)	5	-11

Assay outcomes deposited in PubChem BioAssay by several laboratories.
